Bioassay records deposited in PubChem by The Scripps Research Institute Molecular Screening Center.
V1aR counter: V1a receptor agonism, counter-screen for OXTR agonists | CHO-V1R cells, Fluo-8 calcium fluorescence, agonist mode; 0% DMSO, 100% 3 nM vasopressin | P37288 | 320,000 tested, 0.25% active | activation, % at 3 µM | AID 2797;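 active = activation above the mean activation of all tested compounds plus 3 SD, per screening run, cut at about 20% in these data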;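 also: signal is peak over basal fluorescence ratio across a 100 second FLIPR read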
Target sequence (P37288 whole entry, looked up): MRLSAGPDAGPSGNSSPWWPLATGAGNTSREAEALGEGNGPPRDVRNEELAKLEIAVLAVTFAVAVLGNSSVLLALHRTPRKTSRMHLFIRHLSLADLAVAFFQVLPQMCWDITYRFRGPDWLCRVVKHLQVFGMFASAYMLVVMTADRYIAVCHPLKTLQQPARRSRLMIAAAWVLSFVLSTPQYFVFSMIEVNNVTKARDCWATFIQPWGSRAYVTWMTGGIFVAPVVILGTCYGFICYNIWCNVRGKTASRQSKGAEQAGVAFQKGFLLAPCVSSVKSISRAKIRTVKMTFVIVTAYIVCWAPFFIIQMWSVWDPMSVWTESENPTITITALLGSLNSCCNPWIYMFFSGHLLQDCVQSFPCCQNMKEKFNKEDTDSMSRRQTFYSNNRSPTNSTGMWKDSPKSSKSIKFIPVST
CHO parental Ca: counter-screen: ATP calcium response change in parental CHO cells. inhibition, % at 5.6 µM. AID 463079. parental CHO-K1, ATP-induced calcium, Fluo-8 fluorescence. 330,000 tested, 0.63% active;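 active = inhibition above that plate's mean sample inhibition plus 3 SD, cut at about 26% in these data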;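 also: 0% = ATP-challenged DMSO wells and 100% = DMSO wells without ATP; some compounds past the cut are filed as inactive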
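Material – parental CHO cells · Reagent – ATP stimulus · Compound – single nominal dose of 5.6 µM per compound · Detection – Fluo-8 fluorescence · Read-out basis – percent inhibition of calcium signal · Controls – ATP-challenged DMSO wells low, unchallenged DMSO wells high · Repeats – no replicates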
M1 ag parental: nonselective activator or artifact in parental CHO-K1 cells | 360,000 tested, 0.48% active | activation, % at 3 µM | Fluo-8 calcium fluorescence; scaled to maximal ATP response, vehicle zero; in the data active = activation above about 15%;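 also: untransfected CHO-K1 host cells lacking M1 receptor as counterscreen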
OXTR potentiator: human OXTR potentiation | CHO-OTR cells, Fluo-8 calcium fluorescence, potentiator mode; 0% = oxytocin EC15, 100% = EC100 | activation, % at 3 µM | 320,000 tested, 0.061% active;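 active = activation above that plate's cutoff, the mean activation of tested compounds plus 3 SD, cut at about 6.6% in these data, passing the limit was not always enough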;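 also: 100% uses oxytocin at 75 nM as the full agonist control; some results filed as inactive read as strong as hits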
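Material: CHO-OTR cells, human receptor; compound dosing: single dose, 3.0 µM nominal final compound concentration; schedule: 6 min compound pre-incubation at room temperature, 100 s kinetic read; measured by: kinetic Fluo-8 calcium fluorescence; read-out basis: % activation vs EC15 and EC100 oxytocin; controls: EC15 oxytocin alone as 0%, 75 nM oxytocin as 100%; replicates: singlicate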
GPR7 antagonist: human neuropeptides B/W receptor 1 antagonism; 290,000 tested, 1.1% active; GPR7-expressing cells, fluorescence antagonist assay; inhibition, % at 4.4 µM; AID 1861; in the data active = inhibition above about 16%, passing the limit was not always enough;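 also: cells stimulated with the agonist NPW; 0% = agonist with vehicle and 100% = vehicle without agonist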
Target sequence (P48145 whole entry, looked up): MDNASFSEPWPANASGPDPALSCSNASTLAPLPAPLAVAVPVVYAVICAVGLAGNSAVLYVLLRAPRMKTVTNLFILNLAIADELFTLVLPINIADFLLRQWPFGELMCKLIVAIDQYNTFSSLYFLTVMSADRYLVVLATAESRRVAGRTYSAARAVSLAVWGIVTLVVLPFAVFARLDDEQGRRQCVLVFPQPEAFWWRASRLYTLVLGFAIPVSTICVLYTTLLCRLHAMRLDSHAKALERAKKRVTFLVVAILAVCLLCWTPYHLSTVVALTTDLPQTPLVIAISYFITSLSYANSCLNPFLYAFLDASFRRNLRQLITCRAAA
TAAR1 antag: human TAAR1 antagonism; CHO RD-HGA16 TAAR1, Fluo-8 calcium fluorescence, antagonist; inhibition, % at 3 µM; 360,000 tested, 1.5% active; AID 624466;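 active = inhibition above a per-plate cutoff, the mean inhibition of test compounds on that plate plus 3 SD, cut at about 49% in these data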;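 also: 0% = DMSO plus EC80 beta-PEA response and 100% = DMSO alone without agonist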
Target sequence (Q96RJ0 whole entry, looked up): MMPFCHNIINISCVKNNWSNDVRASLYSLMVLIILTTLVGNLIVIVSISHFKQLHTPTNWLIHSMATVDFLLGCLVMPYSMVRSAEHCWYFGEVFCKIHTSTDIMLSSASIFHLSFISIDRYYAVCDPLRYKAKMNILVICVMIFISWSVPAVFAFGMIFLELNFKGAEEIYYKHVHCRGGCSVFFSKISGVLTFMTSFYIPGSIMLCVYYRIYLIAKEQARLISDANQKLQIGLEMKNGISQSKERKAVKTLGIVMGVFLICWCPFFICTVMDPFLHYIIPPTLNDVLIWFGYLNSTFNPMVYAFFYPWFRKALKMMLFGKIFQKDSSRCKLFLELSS
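Material: CHO RD-HGA16 cells bearing hTAAR1; compound dosing: one-point dosing, 3 µM nominal final; schedule: dye loading 75 min at 37 °C, then 30 min room temperature; measured by: calcium fluorescence with Fluo-8; control set: vehicle and agonist controls; replication: n of 1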
OXTR agonist: activates the human oxytocin receptor; CHO-OTR cells, Fluo-8 calcium fluorescence; normalized: DMSO 0%, oxytocin 100%; activation, % at 3 µM; 320,000 tested, 0.32% active;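 active = activation above the mean of all tested compounds plus 3 SD, cutoff set per screening run, cut at about 20% in these data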;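 also: peak over basal fluorescence ratio from a 100 s FLIPR kinetic read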
CHO-K1 Ca PAM: M1 PAM counterscreen hit in parental CHO-K1 cells | activation, % at 3 µM | AID 602247 | ATP EC20, Fluo-8 calcium fluorescence; 0% at ATP EC20, 100% at ATP max | 360,000 tested, 0.02% active;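 active = activation above the run cutoff, the mean activation of all test compounds plus 3 SD, cut at about 40% in these data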;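 also: peak over basal fluorescence ratio in a 140 s read after ATP addition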
CHO-K1 Ca antag: counter-screen for M1 antagonists: effect in parental CHO-K1 cells | ATP-induced calcium, Fluo-8 fluorescence | inhibition, % at 3 µM | 360,000 tested, 0.6% active;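 active = inhibition above a per-plate cutoff, the plate's mean sample inhibition plus 3 SD, cut at about 24% in these data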;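 also: 0% = DMSO plus EC80 ATP and 100% = DMSO alone without ATP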
The depositor's hits bear a star; . = not tested or not shown; & = joins results of further samples.

SMILES	V1aR counter	CHO parental Ca	M1 ag parental	OXTR potentiator	GPR7 antagonist	TAAR1 antag	OXTR agonist	CHO-K1 Ca PAM	CHO-K1 Ca antag
O=C(OCC(=O)N(Cc1ccccc1)C1CCS(=O)(=O)C1)c1cc2c(s1)CCCC2 (stereo unspecified)	1.5	-10.4	0.1	-3.3	3.8	4.3	0.8	-4.9	6.7
O=C(Nc1nnc(SCCN2CCOCC2)s1)C1CC(=O)N(c2ccc(F)cc2)C1 (stereo unspecified)	-0.2	-7.2	0.8	-4.3	-15.8	9.2	0.5	13.8	-11.3
COc1ccc(C(=O)NNC(=S)NC(=O)c2ccccc2[N+](=O)[O-])cc1	-0.3	-11.8	-0.2	7.7	-11.9	2.4	-2.2	26.4	1.0
Cc1[nH]c(C)c(S(=O)(=O)N2CCN(c3ccccc3F)CC2)c1C(=O)N1CCCC1	0.3	-10.4	0.2	3.0	-11.7	-22.0	0.0	4.9	1.0
CC1=C(C(=O)N(C(C)C)C(C)C)CC(CC(=O)NCc2cccc3ccccc23)C(=O)N1CCC1=CCCCC1 (stereo unspecified)	.	.	0.2	.	.	40.5	.	10.8	13.3
CCCCN(C(=O)COc1ccc(NC(C)=O)cc1)C1CCS(=O)(=O)C1 (stereo unspecified)	0.8	-7.7	-0.2	-1.7	-11.9	10.0	0.4	17.1	-18.4
CC1(C)CC(NC(=O)C2CCC(=O)N(C3CC3)C2)CC(C)(C)C1 (stereo unspecified)	-0.6	-6.2	0.3	-1.1	-5.3	5.3	-0.8	-5.8	-13.7
COc1cc(F)ccc1-c1csc(C(C)(O)c2ccc(F)c(F)c2)n1 (stereo unspecified)	.	.	-0.7	.	.	-3.3	.	-10.0	4.2
CN(C)C(=O)c1cccc(-c2cnc3c(NC=O)cc(-c4ccccc4F)cn23)c1	.	.	3.0	.	.	-0.4	.	-10.1	6.5
CCOc1ccccc1N(C)S(=O)(=O)c1ccc2c(c1)CC(C)N2C(=O)C1CC1 (stereo unspecified)	6.8	-26.8	6.1	-13.6	-4.6	42.1	5.2	-0.9	0.5
Cc1ccc(C(=O)CCC(=O)CCC(=O)O)cc1	-0.2	5.1	-0.3	1.5	-7.8	0.4	0.3	6.7	-15.2
COc1ccc(-c2ccc3oc(-c4ccc(OC)cc4)c(C#CCCO)c3c2)cc1	0.8	-18.9	-0.1	-5.2	.	45.0	0.2	3.0	-4.8
COC(=O)c1sc2nc(C)nc(SCC(=O)N3CCC(C(=O)O)CC3)c2c1C	-1.0	17.9	-0.1	-19.0	-3.0	8.0	0.0	-4.8	-4.4
COc1ccc(-c2cc(C(F)(F)F)nc(-n3cc(Br)cn3)n2)cc1	0.1	-15.7	0.1	-8.0	0.3	-10.2	-2.4	17.8	-21.2
Cc1ccccc1N1CCN(C(=S)c2ccccc2)CC1	-1.3	-18.8	-0.2	-16.4	-2.4	-11.4	-1.6	-6.1	2.4
COc1ccc(-c2nc3cnccn3c2NC2CCCCC2)cc1-c1cccc(Cl)c1	0.4	-40.9	0.4&0.0	-2.3	.	-50.3	-0.6	-5.2&0.5	-5.7&-20.2
N#Cc1ccc(CN(Nc2ccccc2)c2ccccc2)cc1	.	.	-0.6	.	.	40.5	.	-12.1	29.2*
Cc1cccc(NC(=O)C2CC2c2ccccc2)c1C (stereo unspecified)	-1.1	-10.2	-0.3	-12.5	-5.8	-4.8	-2.1	-12.3	-5.8
CC(NC(=O)Cc1cccs1)C(c1cccs1)N1CCOCC1 (stereo unspecified)	-0.1	-17.9	0.3	-5.2	-8.1	-12.8	-0.8	19.0	-7.7
CCc1ccc(N2NC(=O)/C(=C/C=C/c3ccco3)C2=O)cc1	-0.2	-4.0	12.5	-10.1	-11.4	-5.0	-0.7	-5.6	2.5

Some values from above.
Cc1cccc(NC(=O)C2CC2c2ccccc2)c1C (stereo unspecified) @ CHO-K1 Ca antag = -5.8
CC(NC(=O)Cc1cccs1)C(c1cccs1)N1CCOCC1 (stereo unspecified) @ M1 ag parental = 0.3
COc1cc(F)ccc1-c1csc(C(C)(O)c2ccc(F)c(F)c2)n1 (stereo unspecified) @ M1 ag parental = -0.7
CC1=C(C(=O)N(C(C)C)C(C)C)CC(CC(=O)NCc2cccc3ccccc23)C(=O)N1CCC1=CCCCC1 (stereo unspecified) @ M1 ag parental = 0.2

Returning to the listing; the 2 compounds before the break are reprinted first.
SMILES	V1aR counter	CHO parental Ca	M1 ag parental	OXTR potentiator	GPR7 antagonist	TAAR1 antag	OXTR agonist	CHO-K1 Ca PAM	CHO-K1 Ca antag
CC(NC(=O)Cc1cccs1)C(c1cccs1)N1CCOCC1 (stereo unspecified)	-0.1	-17.9	0.3	-5.2	-8.1	-12.8	-0.8	19.0	-7.7
CCc1ccc(N2NC(=O)/C(=C/C=C/c3ccco3)C2=O)cc1	-0.2	-4.0	12.5	-10.1	-11.4	-5.0	-0.7	-5.6	2.5
CC1CN(c2ccc([N+](=O)[O-])nc2)CC(C)O1 (stereo unspecified)	0.0	15.4	0.6	-4.4	-14.4	-15.6	-0.2	21.3	-25.0
COC(OC)C(C)NC(=O)NC(=O)c1ccccc1Cl (stereo unspecified)	0.1	-5.6	1.8	-10.5	-16.4	0.2	-0.8	-2.7	-2.2
CN=C(C)/C(C(=O)OC)=C(/O)c1ccccc1F	1.6	-13.3	0.3	-12.3	-14.5	-27.4	0.2	-11.9	2.7
O=C(CCNS(=O)(=O)c1ccccc1)NNC(=O)C1COc2ccccc2O1 (stereo unspecified)	-0.9	14.8	-0.2	-4.8	.	-6.6	0.1	-13.2	16.4
Cc1ccc(-c2cnc(C(O)c3ccc(C)cc3)[nH]2)cc1 (stereo unspecified)	.	.	1.2	.	.	-12.8	.	19.4	-9.2
COc1ccc([C@@H]2[C@@H]3C(=O)N(C(C)(C)C)C(=O)[C@@H]3[C@]3(CC(C)C)C(=O)N(c4cccc(F)c4)C(=O)N23)cc1	-0.6	-17.7	0.1	0.5	.	6.6	-2.1	19.6	-21.8
COc1cc(OC)c(N(C)S(=O)(=O)c2cccc(C(=O)Nc3nc(C)cs3)c2)cc1Cl	2.5	-13.0	1.8	-6.8	.	50.6*	1.0	14.2	-11.3
Cc1cccc(C)c1NC(=O)CN1C(=O)CCSc2ccc(S(=O)(=O)N3CCCC3)cc21	-0.3	-10.1	2.7	-1.7	-4.9	-21.4	-0.6	18.7	-8.5
O=C1NC(=S)N/C1=C/C=C/c1ccccc1	-0.6	-6.2	-0.3	-0.4	-11.2	7.1	-0.9	10.4	-10.9
O=Nc1c(-c2ccccc2)[nH]n(-c2ccccc2)c1=O	-0.1	-14.7	-0.5	-14.9	-3.7	-12.7	-1.9	4.6	-14.0
CCOc1cc(CNc2ccc(N3CCCCC3)cc2)cc(Br)c1OCC(=O)NC(C)(C)C	-1.0	-31.3	0.6	-11.9	-11.5	-23.9	-2.1	0.5	2.8
COc1ccc(N(C2CSC2)S(=O)(=O)c2ccccc2)cc1	-0.7	-6.8	-1.1	-8.8	-4.0	-32.0	-1.4	-8.8	3.9
COc1ccc(C(=O)NCC(=O)Nc2ccccc2)cc1OC	0.2	6.6	0.3	-5.0	-0.1	12.6	0.0	11.6	-6.3
CCCOc1cccc(C2/C(=C(/O)c3ccc(OC)cc3)C(=O)C(=O)N2CCN(C)C)c1 (stereo unspecified)	0.1	-15.8	-0.2	-10.8	-14.8	-10.1	-0.1	9.1	7.8
CCOC(=O)C1(Cc2ccc(Cl)cc2)CCN(C(=O)CCc2ccncc2)CC1	2.6	-28.0	1.5	-1.3	-6.2	-7.4	-0.5	-8.2	4.4
CCN(C(=O)COc1ccccc1C(=O)NCc1ccccc1)C1CCS(=O)(=O)C1 (stereo unspecified)	0.2	-4.0	0.4	0.1	.	-6.5	1.0	1.0	-7.0
CC1(C(=O)Nc2nccs2)CCN1C(=O)C1(c2ccccc2)CC1 (stereo unspecified)	.	.	0.7	.	.	-12.4	.	13.8	-7.5
CC1CC(C)(C)NC(=S)N1CCCC(=O)N1CCN(c2ccc(F)cc2)CC1 (stereo unspecified)	0.4	-13.9	0.5	-5.5	-3.8	-5.4	-2.5	-3.1	-4.3
O=C(NCCN1CCOCC1)c1cnn2c(-c3ccccc3)cc(-c3ccccc3)nc12	-0.4	-18.2	2.9	-8.3	10.4	23.0	-1.0	12.0	-4.4
Cc1ccc(-c2cc(Cc3ccccn3)c(=O)[nH]n2)cc1	0.5	-2.0	-0.6	1.0	1.8	0.8	-2.0	-22.7	13.9
Cc1ccc2c(c1)N(CCC(=O)NCc1ccc3c(c1)OCO3)C(=O)CO2	-0.4	-5.3	0.2	3.3	1.4	-9.9	-0.3	21.8	-2.5
O=[N+]([O-])c1cccc(-c2noc3c2-c2nc(Cc4cccc5ccccc45)sc2CC3)c1	0.8	-11.5	-0.3	-3.0	.	4.5	0.6	4.3	-5.7
COCCNC(=O)c1nn2c(C(F)(F)F)cc(-c3ccccc3)nc2c1Cl	0.4	-2.8	0.4	-4.8	-2.0	-17.3	-0.4	-3.9	0.7
Cc1ccc(N/N=C(\C#N)C(=N)N2CCOCC2)cc1	0.1	-4.2	0.4	2.6	-2.5	-2.1	-0.3	1.3	5.5
CCN(C(=O)COC(=O)[C@H](C)N=C1NS(=O)(=O)c2ccccc21)C1CCS(=O)(=O)C1 (stereo partly specified)	.	.	0.1	.	.	-2.2	.	10.8	4.3
Cc1nc(C(=O)N/N=C/c2[nH]ncc2Br)cs1	1.5	0.8	1.8	-4.2	-7.9	8.9	0.8	11.0	-7.3
Cn1c(=O)c(=O)n(C)c2cc(N3CCOCC3)c(NS(=O)(=O)c3ccc([N+](=O)[O-])cc3)cc21	1.4	-11.2	1.3	-3.5	-6.1	1.5	-0.4	15.1	-6.0
COC(=O)C1=CN(CCCN2CCCC2=O)C=C(C(=O)OC)C1c1ccccc1C(F)(F)F	0.6	-0.3	0.0	-5.5	-8.3	-14.6	0.5	-3.4	9.2
O=C(Nc1cc2c(cc1Br)OCCO2)c1ccc(=O)[nH]c1	1.1	-6.3	0.4	3.7	.	10.4	-0.7	1.9	-7.0
CC1(C)Cc2c(cnn2-c2ccccc2)-c2c1c1ccccc1n2CC(O)CBr (stereo unspecified)	-0.5	-37.9	1.2	-8.0	0.7	19.8	-0.5	16.9	-7.0
COc1cc(OC)c(/C=N/NC(=O)c2ccncc2)cc1Br	-0.4	-15.3	0.2	-0.2	-9.4	-11.9	-1.9	13.8	-9.1
O=C(/C=C/c1ccc(F)cc1)NNC(=O)CCN1CCN(Cc2ccccc2)CC1	-0.1	-10.0	1.1	-21.9	-6.6	13.5	-1.6	11.6	-21.0
O=C(O)CCS(=O)(=O)c1ccccc1Cl	0.5	-9.5	0.3	4.9	-0.8	16.3	1.1	17.7	-17.5
O=C(Cn1cnc2c(OCc3ccccc3)ncnc21)NCc1nc2ccccc2[nH]1	-0.4	-12.6	0.4	-1.6	.	-23.1	1.2	-1.4	1.9
COC(=O)c1ccc2nc(-c3ccccc3)c(Cc3ccsc3)n2c1	.	.	0.5	.	.	-9.2	.	-2.9	5.6

Not a hit list (roughly 3.5% active in at least one column).
